Source: PubChem BioAssay (National Center for Advancing Translational Sciences (NCATS))
ERK EGF inh: qHTS Assay for Inhibitors of the ERK Signaling Pathway using a Homogeneous Screening Assay; Stimulation with EGF; HEK293-V1b, EGF-stimulated phospho-ERK AlphaScreen; Potency, µM (doses to about 11.5 µM), for inactives: top-dose activity change, negative = inhibition, actives largely listed as inhibitors; actives 0.41% (n = 130,000); AID 1454, 2008; active = well fitted inhibition curve with a large enough effect; inconclusive = small, poorly fitted or top-dose-only effect, or effect the other way;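 note: plate controls were stimulated vehicle wells for no effect and unstimulated vehicle basal for full effect; nearly all actives have a fitted effect of over 55% in size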
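EGF-stimulated (25 nM, 5 min) phospho-ERK in HEK293 cells stably expressing V1b, cells pretreated 30 min with compound at 37C. Homogeneous AlphaScreen read on lysates.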
The depositor's hits bear a star; ? = inconclusive; [ ] = remark or other dose. Potency is the fitted concentration of half-maximal effect.

# | structure | ERK EGF inh
1 | CCOC(=O)Cn1nc(C)c(NC(=O)c2cccc([N+](=O)[O-])c2)c1C | 4%
2 | COc1cc2nc(CN(C)Cc3ccc(SC)cc3)[nH]c(=O)c2cc1OC | ?
3 | CC(=O)Nc1ccc(NC(=O)Cc2ccc(S(=O)(=O)N3CCCCC3)s2)cc1 | -5%
4 | C=CCNC(=O)/C(C#N)=C/c1ccccc1OCc1ccc(C(=O)OC)cc1 | -9%
5 | CSc1nc(N2CCN(C)CC2)c2c(c1C#N)CC(C)(C)OC2 | 3%[57.5 µM]
6 | CCOc1ccc(NC(=O)CSc2nnc(C)n2Cc2ccccc2)cc1 | -5%
7 | COc1cc(/C=C2\SC(=O)N(CCN)C2=O)ccc1OS(=O)(=O)c1cc(C)ccc1C | -2%
8 | O=C(c1cc(-c2ccccn2)nc2ccc(Cl)cc12)N1CCN(CCc2ccccc2)CC1 | -10%
9 | O=c1[nH]c2cccnc2n(CCNc2ncc(C(F)(F)F)cc2Cl)c1=O | 8%
10 | C=CCn1c(SCC(=O)O)nc2sc(CC)cc2c1=O | 0%
11 | O=C(Nc1ccccc1)C1CCCN1/C=C/C(=O)C(F)(F)F (stereo not drawn) | 2%
12 | Cc1nc2scc(-c3ccc(Cl)cc3)c2c(=O)n1N | -9%
13 | O=C(Oc1c(Br)cc(Br)c2cccnc12)N1CCCCC1 | 10%
14 | c1ccc(Oc2cccc3cccnc23)nc1 | -2%[57.5 µM]
15 | COCCNC(=O)CSc1nc2cc3c(cc2c(=O)n1CCCC(=O)NCc1ccc(OC)cc1)OCO3 | -12%
16 | CSc1ccc(/C=C(\C#N)C(=O)NC2CCCCC2C)cc1 (stereo not drawn) | ?
17 | CN1CCC(NC(=O)Cc2c(F)cccc2Cl)CC1 | 11%
18 | Cn1cccc1C(=O)N1CCC2(CCCN(Cc3ccccc3)C2)CC1 | -6%
19 | CCN1CCN(C2=C(Cl)C(=O)N(Cc3ccccc3)C2=O)CC1 | 3%
20 | O=c1cc(COn2nnc3ccc(C(F)(F)F)cc32)nc2sccn12 | 1%
21 | COc1ccc(CNC(=O)CN2CCN(S(=O)(=O)c3cccs3)CC2)cc1OC | 3%
22 | Cc1ccc(S(=O)(=O)N2CCCCC2)cc1NC(=O)c1ccc2ccccc2n1 | 8%
23 | O=C(c1ccccc1F)N1CCOCC1 | -3%
24 | c1cncc(CSc2ccc(-c3cccs3)nn2)c1 | -6%
25 | O=C(CCCN1C(=O)/C(=C/c2cccc(Br)c2)SC1=S)Nc1cccnc1 | 1%
26 | O=C(N/N=C/c1ccc2c(c1)OCO2)c1cc(-c2ccccc2)nc2ccccc12 | 4%
27 | COc1ccc(NC(=S)N(Cc2cccnc2)Cc2ccco2)cc1 | -7%
28 | Clc1ccc(-c2csc3ncnc(N4CCc5ccccc5C4)c23)cc1 | -12%
29 | O=C(CCC(=O)c1cccs1)NCc1ccncc1 | -2%
30 | Cc1ccc(NC(=O)c2ccoc2C)cc1C | 5%
31 | CCOc1cc(/C=N/NC(=O)c2ccncc2)cc(Cl)c1OS(C)(=O)=O | 3%
32 | COc1cc([N+](=O)[O-])cc(/C=N/NC(=O)c2cncc(Br)c2)c1O | 11%[57.5 µM]
33 | CSCc1nc2scc(-c3ccccc3)c2c(=O)[nH]1 | 0%
34 | CCOC(=O)c1cn(Cc2c(C)c(C)c(C)c(C)c2C)nn1 | 5%
35 | CCOCCCn1c(=S)[nH]c2cc(C(=O)NCC(OC)OC)ccc2c1=O | 3%
36 | Cc1nn(-c2ccccc2Cl)c(Cl)c1/C=C(\C#N)C(N)=O | 1%
37 | CCO[C@H]1OC(C(=O)NCc2ccccc2)=C[C@@H](C)[C@@H]1CCCO | -7%[57.5 µM]
38 | CCOc1ccc(NC(=S)Nc2cccc3cnccc23)cc1 | 7%
39 | Cc1cc(C(=O)N/N=C2/CC(C)CC(C)(C)C2)c(C)o1 (stereo not drawn) | 4%
40 | O=C(Nc1ccc(Cl)cc1)c1csc(Cc2ccccc2)n1 | -1%
41 | O=C(c1ccc(NS(=O)(=O)c2cccs2)cc1)N1CCN(c2ccccc2Cl)CC1 | 5%
42 | O=C(CSCc1ccc(Cl)cc1Cl)Nc1nccs1 | 0%
43 | O=[N+]([O-])c1ccc2c(c1)nc1n2CCCCC1 | -8%
44 | Cc1ccc(/C=C/C(=O)N2CCN(S(=O)(=O)/C=C/c3ccccc3)CC2)o1 | 1%[57.5 µM]
45 | O=C(NCC1CCCO1)C1CCN(C2CCN(Cc3ccco3)CC2)CC1 (stereo not drawn) | -1%
46 | Cc1cnn(C(=O)c2cc(-c3ccccn3)nc3ccc(Cl)cc23)c1 | -16%
47 | N#C/C(=C\c1c[nH]c2ccccc12)C(=O)Nc1ncc(Cc2ccc(Cl)cc2Cl)s1 | 2%
48 | CC1=NN(C(N)=S)C(C)(C)C1 | -1%[57.5 µM]
49 | O=C(O)CCCC(=O)N1N=C(c2ccccc2)CC1c1ccc2nccnc2c1 (stereo not drawn) | -4%
50 | CCCCCCOc1ccc(OC(=O)c2ccncc2)cc1 | -6%
51 | Cc1ccc(C(=O)N2CCN(S(=O)(=O)c3ccc(C)cc3)CC2)cc1 | -2%
52 | COCCCNC(=O)NC(=O)c1ccccc1 | -1%
53 | CCC(C)(C)NC(=O)C(c1ccncc1)N(C(=O)Cn1nnc2ccccc21)c1cc2c(cc1C(C)=O)OCO2 (stereo not drawn) | -1%
54 | CN(c1ccccc1)c1nc(N)c([N+](=O)[O-])c(N2CCOCC2)n1 | -9%[57.5 µM]
55 | COc1ccc(C(=O)C2CCCN(Cc3c(C)[nH]c4ccccc34)C2)c(OC)c1 (stereo not drawn) | -10%
56 | Cc1c(O)ccc(NC(=O)/C=C/c2ccccc2)c1C | 1%

Additional records follow:
# | structure | ERK EGF inh
57 | COC(=O)N1CCC2(CC1)CN(c1ccc(-c3ccccc3)cc1)C2 | 1%
58 | NS(=O)(=O)c1ccc(CCNC(=O)CSc2ccc(Cl)cc2)cc1 | 2%
59 | COc1cc(/C=C2\SC(=O)N(Cc3ccc(Cl)cc3)C2=O)cc([N+](=O)[O-])c1O | ?
60 | CC12CCC(C(=O)Nc3cccc(Cl)c3)(C(Br)C1=O)C2(C)C (stereo not drawn) | -10%
61 | CC(/C=C/c1ccccc1)=N\NC(=O)c1ccc(Br)cc1 | 6%
62 | Cc1onc(-c2c(Cl)cccc2Cl)c1C(=O)O/N=C(\C#N)c1c(Cl)cccc1Cl | -9%[57.5 µM]
63 | COc1cccc(CCNc2ccc(N3C(=O)CC(C)C3=O)cc2[N+](=O)[O-])c1 (stereo not drawn) | -8%
64 | CNC(=S)N1N=C(c2ccc(OC)cc2)CC1c1ccccc1Cl (stereo not drawn) | -4%[57.5 µM]
65 | Cn1nccc1NC(=O)CSCC(=O)O | -4%[57.5 µM]
66 | O=C(NCc1ccco1)C(c1ccccc1)N(Cc1ccccc1)C(=O)Cn1nnc2ccccc21 (stereo not drawn) | -8%
67 | Nc1ccc(Br)cc1C(=O)O | 2%
68 | CCOc1ccc(Nc2nc(Cl)nc(N3CCN(c4ccc(OC)cc4)CC3)n2)cc1 | ?
69 | CC(=O)NC(CCS(C)(=O)=O)C(=O)Nc1cc(Cl)ccc1Cl (stereo not drawn) | -1%
70 | O=C(c1cnccn1)N1CCC[C@@]2(CCN(c3ncccn3)C2)C1 | 8%
71 | COCCNC(=O)C(=O)NCC1OCCN1S(=O)(=O)c1ccc2c(c1)OCCO2 (stereo not drawn) | -5%[57.5 µM]
72 | CCNc1sc(C(=O)OCC)c(N)c1C#N | -3%
73 | COc1ccc(CCNCC(O)Cn2ccc3ccccc32)cc1OC (stereo not drawn) | -10%[57.5 µM]
74 | CCOc1ccccc1/C=N/NC(=O)c1cccc(Cl)c1 | 1%
75 | Cc1ccc(S(=O)(=O)/N=C(\N)c2ccc(F)cc2)cc1 | 0%
76 | O=C(COc1ccc(C(=O)c2ccccc2)cc1)NCc1ccc(F)cc1 | 7%
77 | Cc1ccc(-n2cc(CN3CCN(Cc4nccn4C)CC3)c(-c3ccc(F)cc3)n2)cc1 | -6%
78 | c1cnc2ccc(C(c3nnnn3C3CCCCC3)N3CCCCC3)cc2c1 (stereo not drawn) | -8%
79 | O=C(Oc1cccc(C(=S)N2CCCCC2)c1)c1ccccc1 | 38%
80 | CC(=O)OC[C@H]1O[C@@H](O/N=C(\C)CCN2CCCCc3nc(C)c(C)cc32)[C@H](OC(C)=O)[C@@H](OC(C)=O)[C@@H]1OC(C)=O | 1%
81 | Cc1ccc2[nH]c(=O)cc(C(=O)OCC(=O)c3ccc(F)cc3)c2c1 | -19%
82 | Cc1c(C(=O)NCc2ccco2)cccc1[N+](=O)[O-] | 4%
83 | Cc1cccc(CN2CCN(c3nc4nonc4nc3NC3CC3)CC2=O)c1 | -17%[57.5 µM]
84 | Cc1cccc(-n2c(CCc3ccccc3)nnc2SCC(=O)c2ccccc2)c1 | 7%
85 | COc1ccc(CNC(=O)CN(C2CCCCC2)S(C)(=O)=O)cc1 | -2%
86 | CCN(CC)c1ccc(C=Nc2cc(C)cc(C)c2)c(O)c1 | 20%
87 | c1ccc2c(Nc3nc(N4CCOCC4)c4ccccc4n3)cccc2c1 | ?
88 | Cc1ccc(S(=O)(=O)Nc2ccc(C(OC(=O)c3ccccc3[N+](=O)[O-])(C(F)(F)F)C(F)(F)F)cc2)cc1 | 8%
89 | CCCc1c(OCCCOc2ccc(OCC(=O)O)cc2)ccc(CC=O)c1O | -6%
90 | COc1ccccc1NS(=O)(=O)c1cccc(C(=O)N/N=C/c2ccc(NC(C)=O)cc2)c1 | -1%
91 | O=C(Nc1ccc(N2CCOCC2)cc1)c1cc2c(s1)CCCC2 | 1%
92 | COc1ccc(C(=O)Nc2c(C(C)(C)C)nn(C)c2C(C)(C)C)cc1 | 7%[57.5 µM]
93 | O=C1NC(Cc2c[nH]c3ccccc23)C(=O)N1Cc1cccc2ccccc12 (stereo not drawn) | -5%
94 | O=C(O)CCn1c(SCc2cc(=O)n3ccccc3n2)nc2ccsc2c1=O | -9%
95 | O=C(Nc1ccccc1)N1CCCC2(CCN(C(=O)c3cccc(F)c3)CC2)C1 | -2%
96 | CCOC(=O)c1ccc(NC(=O)CSc2nnc(Cn3c(=O)sc4ccccc43)n2C)cc1 | 3%
97 | CCNC(=S)N1CCN=C1Nc1nc(C)cc(C)n1 | 5%
98 | CN(C(=S)Nc1ccccc1)c1ccccc1 | -17%
99 | CCC1C=C(c2ccccc2)C=CN=C1N(CC)CC (stereo not drawn) | 16%
100 | COc1ccccc1CCc1nnc(CCC(=O)NC(C)Cc2cccc(C)n2)o1 (stereo not drawn) | 0%[57.5 µM]
101 | COc1cc(/C=N/NC(=S)Nc2cccc(C(=O)O)c2)ccc1O | 5%
102 | Cn1c(=O)c2c(nc(N/N=C3\CCCc4ccccc43)n2Cc2ccc(F)cc2)n(C)c1=O | -1%
103 | O=C(c1cnccn1)N1CCC[C@@]2(CCN(Cc3nccs3)C2)C1 | 10%
104 | CCNC(=S)N1CCN(S(=O)(=O)c2ccc(C)c(C)c2)CC1 | 5%

Molecules from the list above that have a cyano group (7):
# | structure | ERK EGF inh
4 | C=CCNC(=O)/C(C#N)=C/c1ccccc1OCc1ccc(C(=O)OC)cc1 | -9%
5 | CSc1nc(N2CCN(C)CC2)c2c(c1C#N)CC(C)(C)OC2 | 3%[57.5 µM]
16 | CSc1ccc(/C=C(\C#N)C(=O)NC2CCCCC2C)cc1 (stereo not drawn) | ?
36 | Cc1nn(-c2ccccc2Cl)c(Cl)c1/C=C(\C#N)C(N)=O | 1%
47 | N#C/C(=C\c1c[nH]c2ccccc12)C(=O)Nc1ncc(Cc2ccc(Cl)cc2Cl)s1 | 2%
62 | Cc1onc(-c2c(Cl)cccc2Cl)c1C(=O)O/N=C(\C#N)c1c(Cl)cccc1Cl | -9%[57.5 µM]
72 | CCNc1sc(C(=O)OCC)c(N)c1C#N | -3%

The list continues:
# | structure | ERK EGF inh
105 | COc1c(C)cc(C(=O)C2CCCN(C(=O)c3ccc4cc[nH]c4c3)C2)cc1C (stereo not drawn) | 6%
106 | CC(/C=N/NC(=O)CSc1ccccn1)=C\c1ccc(C(C)C)cc1 | 2%
107 | CC(C)CCSc1cc(NCCO)c([N+](=O)[O-])c2nonc12 | -15%
108 | Cc1ccc([N+](=O)[O-])cc1NC(=O)c1ccoc1C | 1%
109 | CC(=O)/C(=C/c1ccc(N(C)C)cc1)C(=O)c1ccccc1 | 2%
110 | Cc1nnc(SCc2ccccc2)n(N)c1=O | 4%
111 | O=C(CSc1ncn[nH]1)Nc1nc(-c2cccc([N+](=O)[O-])c2)cs1 | 5%[57.5 µM]
112 | COC(=O)C1C(=O)C(C(=O)/C=C/c2ccco2)C(=O)CC1(C)C (stereo not drawn) | -12%
113 | C=CCN1CC(C(=O)N2CCC(Cc3ccc(Cl)cc3)(C(=O)OCC)CC2)CC1=O (stereo not drawn) | 7%[57.5 µM]
114 | O=C(Cn1c(=O)n(CCc2c[nH]c3ccccc23)c(=O)c2cccnc21)Nc1ccccc1F | -6%
115 | CCOC(=O)NC(=O)c1cn(Nc2ccccc2)c(=O)[nH]c1=O | -1%[57.5 µM]
116 | CC1CC(O)C(C)CN1 (stereo not drawn) | -4%[57.5 µM]
117 | C=CCc1cccc2cc(C(=O)NC3CCCC3)c(=O)oc12 | -4%
118 | COc1cc(NC(=O)CSc2nc3ccccc3cc2C)c(C(=O)O)cc1OC | 2%
119 | CCOc1ccccc1NC(=O)C1CCN(C(=O)Cc2ccccc2)CC1 | -5%
120 | CS(=O)Cc1cc(Sc2ccccc2)nc(-c2cccnc2)n1 (stereo not drawn) | -5%
121 | CS(=O)(=O)c1ccc(C(=O)Nc2ccc(N3CCOCC3)cc2)c(Cl)c1 | -3%

Some of the compounds tested; rates above refer to the full screens.
